Compound activity: PubChem BioAssay, National Center for Advancing Translational Sciences (NCATS)
4MU fluor: qHTS Assay for Spectroscopic Profiling in 4-MU Spectral Region. compound autofluorescence, 340/450 nm, 4-MU equivalents; active compounds read high. max dye-equivalent concentration, M. 59,000 compounds, 11% hits; in the data active means max dye-equivalent concentration above about 10 nM; inconclusive means mostly about 1.1 nM to 9.6 nM
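Intrinsic fluorescence at 340/450 nm (ex/em) was read after 15 min at room temperature in pH 8.0, 100 mM Tris. Each compound concentration expressed as 4-MU-equivalent concentration from a six-point 4-MU standard series on each plate.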
USP2a inhib: qHTS Assay for Inhibitors of Ubiquitin-specific Protease USP2a. Ubiquitin carboxyl-terminal hydrolase 2 (Homo sapiens), O75604. USP2a enzymatic assay, qHTS inhibition. Potency, µM (top dose mostly 38.3 µM), for the others: at the top dose activity change, negative = inhibition, actives largely listed as inhibitors. 60,000 compounds, 0.1% hits;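 further: potency means the concentration at half of the fitted maximal effect; nearly all actives have a fitted effect of over 60% in size; plate controls were DMSO for no effect and NEM full inhibition control for full effect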
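20 nM USP2 core + cpd, 30 min RT; add 20 nM Ub-PLA2/20 uM NBD C6-HPC; read Ex460/Em535 at 0 h and 2.5 h. Normalized to NEM; qHTS curve fit/classification.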
Casp7 inh: qHTS Assay for Allosteric/Competitive Inhibitors of Caspase-7; P55210; 75,000 compounds, 0.02% hits; Potency, µM (top dose mostly 57.5 µM), for the others: at the highest dose activity change, negative = inhibition, most hits filed as inhibitors; recombinant caspase-7, Ac-DEVD-AFC fluorescence rate; active means well fitted inhibition curve with a large enough effect in the main read-out, with a control signal flat, not every such curve was filed as active; inconclusive means small, poorly fitted or top-dose-only effect, or a change in a side signal; further: potency means the concentration at half of the fitted maximal effect; % of control where 0% means no effect
BRCT PPI red: qHTS Assay for Inhibitors of BRCT-Phosphoprotein Interaction (Red Fluorophore). Breast cancer type 1 susceptibility protein (Homo sapiens), P38398. BRCT-phosphopeptide binding, red fluorescence polarization. Potency, µM (top dose mostly 76.9 µM), without a hit: at the top dose activity change, negative = inhibition, hits mostly inhibitors. 75,000 compounds, 0.03% hits. AID 892, 2007; further: on the % scale 0 is the no-effect control and ±100 the full control effect
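Rhodamine-labelled pBACH1 10-mer (100 nM) bound to BRCT domain (100 nM) at pH 7.3; compounds incubated 12 min room temperature, polarization read. Free peptide defines full inhibition; unlabelled decapeptide titrated as control.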
A350 fluor: qHTS Assay for Spectroscopic Profiling in A350 Spectral Region; Compound autofluorescence, 340/450 nm, Alexa 350 dye-equivalents; active compounds read high; max dye-equivalent concentration, M; 59,000 compounds, 11% hits; in the data active means max dye-equivalent concentration above about 10 nM; inconclusive means mostly about 1.1 nM to 9.6 nM
BRCT PPI green: qHTS Assay for Inhibitors of BRCT-Phosphoprotein Interaction (Green Fluorophore) | BRCA1 BRCT-phosphopeptide binding, green fluorescence polarization | AID 875, 2007 | Potency, µM (doses to about 76.9 µM), for the others: at the top dose activity change, negative = inhibition, hits mostly inhibitors | Breast cancer type 1 susceptibility protein (Homo sapiens), P38398 | 75,000 compounds, 0.05% hits;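 further: potency means the concentration at half of the fitted maximal effect; plate controls were peptide without protein for full effect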
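Compounds were incubated for 12 min at room temperature with a complex of 100 nM fluorescein-tagged pBACH1 decapeptide and 250 nM His-tagged BRCT protein. Buffer was phosphate pH 7.3 with EDTA, DTT and Tween 20. Disruption of binding lowers the polarization signal.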
Casp1 inh: qHTS Assay for Allosteric/Competitive Inhibitors of Caspase-1. P29466. Caspase-1 enzyme, Ac-WEHD-AFC fluorogenic rate. Potency, µM (series often up to 57.5 µM), for inactives: at the highest dose activity change, negative = inhibition, most hits filed as inhibitors. 75,000 compounds, 0.03% hits. AID 900, 2007;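 further: potency means the concentration at half of the fitted maximal effect; plate controls were vehicle for no effect and no substrate for full effect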
Fluorescein autfl: qHTS Assay for Spectroscopic Profiling in Fluorescein Spectral Region; Compound autofluorescence, 480/540 nm, fluorescein-equivalent; active compounds read high; max fluorescein-equivalent concentration, M; 59,000 compounds, 0.91% hits; AID 593, 2007; in the data active means max fluorescein-equivalent concentration above about 10 nM; inconclusive means between about 1.1 nM and that limit
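Autofluorescence profiling; 100 mM Tris, pH 8.0; incubation 15 min at RT; ex/em 480/540 nm; result as fluorescein-equivalent concentration.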
Texas Red fluor: qHTS Assay for Spectroscopic Profiling in Texas Red Spectral Region | Compound fluorescence, Texas Red channel, 547/618 nm; active compounds read high | max dye-equivalent concentration, M | 59,000 compounds, 0.06% hits; in the data active means max dye-equivalent concentration above about 10 nM; inconclusive means between about 1.1 nM and that limit
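qHTS profiling of intrinsic compound fluorescence; 100 mM Tris pH 8.0; 15 min RT; ex 547 / em 618 nm; response expressed as Texas Red dye-equivalent concentration from six-point plate standard.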
HEK293 cAMP cs: qHTS Assay for Agonists of the Thyroid Stimulating Hormone Receptor: Activators of Intracellular cAMP Concentrations in Parental HEK 293 | parental HEK293 CNG cAMP sensor, membrane potential fluorescence | Potency, µM (doses to about 57.1 µM), for the others: at the top dose activation, hits mostly activators | 73,000 compounds, 2.5% hits | AID 938, 2007; further: potency means the concentration at half of the fitted maximal effect; % of control where 0% means no effect; nearly all actives have a fitted effect of over 55% in size
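Parental HEK 293 cells stably expressing a modified CNG channel (no TSHR) report cAMP rise as membrane depolarization. Membrane potential dye with 100 uM RO 20-1724 was loaded for 60 min at room temperature, then compound added for 30 min; fluorescence read at 590 nm.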
Rhodamine autofl: qHTS Assay for Spectroscopic Profiling in Rhodamine Spectral Region; 59,000 compounds, 0.05% hits; max dye-equivalent concentration, M; AID 594, 2007; Rhodamine-region fluorescence, 547/598 nm, Tris buffer; active compounds read high; in the data active means max dye-equivalent concentration above about 11 nM; inconclusive means between about 1.1 nM and that limit
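Steps: pin-transfer compounds into pH 8.0 Tris (100 mM), hold 15 min at room temperature, image with a 547/598 nm filter pair, and convert intensities to rhodamine-equivalent concentration using a six-point on-plate rhodamine series.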
Starred values were filed as active, the others as inactive; i = inactive; ? = inconclusive; nt = no result given; & = joins results of further samples; ! = not active in a repeat; [ ] = dose if it differs, or a comment. Unless noted, the call rests on the fitted dose curve; in most records, active means well fitted curve in the direction sought with a large enough effect; inconclusive means small, poorly fitted or top-dose-only effect, or another doubt; inactive means no such curve, though single readings can be large; an effect the other way counts as inactive or inconclusive. The list is partial; count on the stated rates, not on these rows.

Below each compound: Fluorescein autfl	Casp7 inh	A350 fluor	Rhodamine autofl	HEK293 cAMP cs	Casp1 inh	BRCT PPI red	USP2a inhib	Texas Red fluor	BRCT PPI green	4MU fluor
O=c1ccc2c(O)c3ccoc3cc2o1
  nt	-10%	nt	nt	nt	0%	-1.1%	1%	nt	-1.4%[3.08 µM]	nt
CCC(=O)c1c(O)n(C2CCCCCC2)c(=O)[nH]c1=O
  ?	-3%	i	i	-1%	-1%	-1.1%	-1%	i	0.4%	i
S=P(C1CCCCC1)(C1CCCCC1)[C@H](c1cccnc1)N1CCCC1
  i	-2%[11.5 µM]	i	i	0%[11.4 µM]	1%[11.5 µM]	1.0%[15.4 µM]	nt	i	-0.6%[15.4 µM]	i
C=C1[C@@H]2C[C@@]3([C@H]1O)[C@H]1C[C@@H]4[C@@]5(C)CC[C@H](O)[C@]4([C@H]1N(CC)C5)[C@H]3C[C@H]2O
  ?	0%[25.7 µM]	8.3e-08M*	i	0%[25.6 µM]	0%[25.7 µM]	1.0%[34.4 µM]	-11%[17.1 µM]	i	-1.2%[34.4 µM]	9.7e-08M*
CNP1(NC)=NC(C(F)(F)F)=NC(C(F)(F)F)=N1
  i	1%	i	i	-1%	2%	-0.4%	2%	i	-0.4%	i
Clc1ccc(Cl)c(Cl)c1
  nt	-2%	nt	nt	7%	-3%	-0.5%	nt	nt	0.1%	nt
COc1ccc(-c2nnc3sc(C4CCCCC4)nn23)cc1OC
  i	0%	i	i	?	-3%	-1.2%	11%	i	-0.9%	i
O=C(C1CCC(=O)N1C1CCCCC1)N1CCC2(CC1)OCCO2 (configuration not stated)
  i	1%	i	i	1%	1%	0.6%	-6%	i	2.4%	i
COc1cc2c3cc1Oc1c(O)c(OC)cc4c1[C@@H](Cc1ccc(cc1)Oc1cc(ccc1O)C[C@H]3N(C)CC2)N(C)CC4
  ?	-2%[11.5 µM]	i	i	-1%[11.4 µM]	-2%[11.5 µM]	-2.2%[15.4 µM]	nt	i	-0.7%[15.4 µM]	i
CCCCC/C=C\C/C=C\C/C=C\C/C=C\CCCC(=O)O
  nt	-10%&-25%	nt	nt	nt	?	-0.1%&0.6%	?	nt	-4.2%&2.8%	nt
Cc1ccc(OCC(=O)N2CCN(C)CC2)c(Br)c1
  i	0%	i	i	11%	-2%	-0.1%	0%	?	-2.7%	i
Cc1cc(N2CCOCC2)nc2ccc(NC(=O)CCC(=O)N3CCC4(CC3)OCCO4)cc12
  i	-1%	1.3e-06M*	i	7%	0%	0.1%	6%	i	0.0%	1.4e-06M*
CCC(=O)N1CC(=O)Nc2ccc(Cl)cc2C1c1ccc(F)cc1 (configuration not stated)
  i	-1%	i	i	?	0%	-1.0%	3%	i	0.8%	i
COC(=O)C1C2c3ccccc3OC1(C)N=c1s/c(=C/c3cnn(C)c3C)c(=O)n12 (configuration not stated)
  i	0%	?	i	9%	-1%	-1.6%	19%	?	0.6%	i
CCn1nc(-c2ccccc2)nc2c(=O)n(C)c(=O)nc1-2
  1.8e-07M*	?	i	i	-5%	0.79µM*	-0.7%	-8%	i	-2.2%	i
Cc1ccc(Cl)cc1N1CCN(CCN)CC1
  ?	0%	i	i	5%	3%	0.7%	6%	i	-1.4%	i
O=C(NCC(c1cccnc1)N1CCN(c2ccc(F)cc2)CC1)Oc1ccccc1 (configuration not stated)
  i	-4%	i	i	?	1%	0.7%	31%[activator]	?	0.6%	i
CCCOc1ccc(N2C(=O)CC(N3CCC(O)(c4cccc(C(F)(F)F)c4)CC3)C2=O)cc1 (configuration not stated)
  nt	-1%	nt	nt	13%	1%	0.1%	37%[activator]	nt	-0.8%	nt
O=C(COc1ccc(S(=O)(=O)N2CCCCC2)cc1)N1CCN(Cc2ccccc2)CC1
  i	-2%	i	i	20%	0%	-1.8%	31%[activator]	i	-0.1%	i
NNc1nncn1N
  i	1%[11.5 µM]	i	i	-8%[11.4 µM]	1%[11.5 µM]	-0.4%[15.4 µM]	nt	i	1.9%[15.4 µM]	i
N[C@@H](Cc1c[nH]c2ccccc12)c1nnc(SCc2c(F)cccc2Cl)o1
  i	-7%	i	i	15%	-4%	-0.9%	32%[activator]	i	0.4%	i
C=CCN1C(=O)C2(C(C(=O)OCC)=C(N)Oc3c2c(=O)oc2ccccc32)c2ccccc21 (configuration not stated)
  i	-1%	i	i	-3%	1%	-0.5%	33%[activator]	?	-0.8%	i
CC(C)CC(C)N (configuration not stated)
  nt	0%	nt	nt	?	-4%	0.0%	nt	nt	-2.1%	nt
CC(=O)O[C@@H]1CN2CCC1CC2
  nt	1%	nt	nt	6%	-1%	-0.8%	nt	nt	0.9%	nt
CCCCn1c(CN2CCN(c3ccc(F)cc3)CC2)nc2c1c(=O)n(C)c(=O)n2C
  nt	2%	nt	nt	?	-2%	-1.2%	nt	nt	-2.2%	nt
CCN1CCN(P2(=O)C=C(c3ccccc3)OC(c3ccccc3)=C2)CC1
  ?	nt	i	i	?	0%	-1.1%	-3%	i	2.5%	i
O=[N+]([O-])c1cccc(O)c1
  nt	1%	nt	nt	?	-5%	1.6%	nt	nt	-2.5%	nt
C=C(C)c1cccc(C(C)(C)NC(=O)NC2CN3CCC2CC3)c1 (configuration not stated)
  nt	2%	nt	nt	4%[11.4 µM]	-6%	-0.3%	4%[7.66 µM]	nt	-0.6%	nt
CCN(CC)CCCN=Cc1c(O)n(Cc2ccc(F)cc2)c(=O)[nH]c1=O
  i	0%	i	i	6%	-1%	-1.7%	5%	?	-1.8%	i
c1ccc(CN2CC[C@@]3(CCCNC3)C2)cc1
  ?	-1%	1.3e-08M*	i	?	-1%	-1.5%	3%	i	1.4%	1.1e-08M*

Additional compounds
Below each compound: Fluorescein autfl	Casp7 inh	A350 fluor	Rhodamine autofl	HEK293 cAMP cs	Casp1 inh	BRCT PPI red	USP2a inhib	Texas Red fluor	BRCT PPI green	4MU fluor
Clc1cnc(Oc2ccc(Oc3ncc(Cl)cc3Cl)cc2)c(Cl)c1
  i	-2%	i	i	-2%	-2%	1.5%	2%	i	-2.4%	i
CN1CCc2cc(O)cc3c2[C@H]1Cc1ccc(O)c(O)c1-3
  i	-4%	2.5e-08M*	i	-5%	-3%	-2.9%	-1%	i	-4.4%	2.7e-08M*
CCOC(=O)[C@]1(C#N)[C@@H]2C=CC(C(C)=O)=CN2[C@@H](C(N)=O)[C@@H]1c1ccsc1
  ?	nt	?	i	nt	nt	nt	nt	i	nt	?
C=CC(=O)OCC(C)C
  nt	-1%	nt	nt	-1%	-1%	0.0%	nt	nt	-0.6%	nt
COc1ccccc1-n1c(O)c(C=NCCCn2ccnc2)c(=O)[nH]c1=O
  i	nt	i	i	nt	nt	nt	nt	i	nt	i
COc1cccc(Oc2c(C)oc3cc(OC(=O)N(C)C)ccc3c2=O)c1
  i	0%	1.2e-05M*	i	24%	-1%	-1.2%	6%	i	0.0%	9.3e-06M*
COc1ccc(C[C@H]2c3cc(OC)c(OC)cc3CCN2C)cc1OC
  i	-2%[25.7 µM]	1.7e-08M*!	i	5%	-2%[25.7 µM]	0.4%[34.4 µM]	-3%[17.1 µM]	?	-1.2%[34.4 µM]	2e-08M*!
C/C(CCc1c[nH]c2ccccc12)=N\O
  ?	1%	1.6e-08M*	i	2%	-2%	-0.3%	-2%	i	-2.9%	1.3e-08M*
CN1C(=O)C(Cc2ccsc2)C(=O)N(C)C1=O
  i	-1%	i	i	-5%	-7%	-2.2%	-1%	i	0.5%	i
Nc1cccc(C(F)(F)F)c1
  nt	-10%	nt	nt	?	-2%	-1.3%	nt	nt	-5.8%	nt
Cc1ccc(-c2nc3ccccc3c(=O)n2-n2cccc2)cc1
  i	-1%	i	i	24%	0%	0.2%	6%	i	-1.4%	i
Cn1c2c(c3ccccc31)CCNCC2
  nt	-1%	nt	nt	-4%	1%	-0.3%	nt	nt	-4.2%	nt
CN(Cc1ccccc1)Cc1ccccc1OC(=O)N(C)C
  i	0%	i	i	20%	0%	1.0%	9%	?	-2.2%	i
Oc1ccc(C2NCc3ccccc3-n3cccc32)cc1Cl (configuration not stated)
  i	-1%	i	i	7%	-1%	0.2%	-5%	i	0.6%	i
CC[C@H]1CN2CC[C@@H]1C[C@H]2[C@@H](O)c1ccnc2ccc(OC)cc12
  ?	1%[25.7 µM]	?	i	16%[25.6 µM]	0%[25.7 µM]	0.1%[34.4 µM]	10%[17.1 µM]	i	-2.4%[34.4 µM]	?
COC(=O)COc1ccc(Cl)cc1Cl
  nt	1%	nt	nt	nt	0%	-1.1%	-4%	nt	-1.3%	nt
